SUMO1 PPI mod – modulators of human SUMO1-mediated protein-protein interactions | AID 602429 | SUMO1 binding to a labelled peptide, TR-FRET, 1 h | P63165 | 0.33% of 360,000 active | inhibition, % at 20 µM; in the data active = inhibition above about 37%
Target sequence (P63165 whole entry, looked up): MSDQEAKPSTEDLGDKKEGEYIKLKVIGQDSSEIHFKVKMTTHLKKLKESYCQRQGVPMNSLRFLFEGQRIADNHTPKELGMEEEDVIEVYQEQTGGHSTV
PABP1 MLLE inh – blocks PAM2 peptide binding to the PABP1 MLLE domain. 0.36% of 360,000 active. inhibition, % at 20 µM. AID 588489. GST-MLLE / FITC-PAM2 fluorescence polarization. P11940; in the data active = inhibition above about 35%, passing the limit was not always enough;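 also: plate controls were DMSO wells with GST-MLLE for no effect and wells lacking GST-MLLE protein for full effect; some results filed as inactive read as strong as hits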
LMPTP inh – LMPTP (human) inhibition; recombinant LMPTP-A, OMFP fluorogenic substrate, fluorescence intensity; 0.22% of 360,000 active; P24666; inhibition, % at 20 µM;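 active = compounds that cut the enzyme signal by at least half of the control window in the single-dose screen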;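 also: plate controls were DMSO wells with enzyme plus substrate for no effect and substrate without enzyme for full effect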
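Assay system: LMPTP-A phosphatase enzyme | Input: 0.625 nM enzyme | Also added: Fluorogenic phosphatase substrate OMFP at 400 µM final | Compound dosing: One test concentration per compound, 20 µM, with 3% DMSO overall | Schedule: 50 min enzyme reaction at room temperature, protected from light | Signal: Fluorescence intensity | Benchmarks: no-enzyme and uninhibited controls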
Rpn11 inh – Rpn11 (human) deubiquitinase inhibition; O00487; human 26S proteasome, Ub4-pepOG fluorescence polarization; 20S core pre-blocked with epoxomicin; calls only at 20 µM; 0.59% of 360,000 active;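 active = inhibition at 20 µM, scaled to each plate's controls, above about 33%, limit read from the data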
Scp-1 inhibitor – blocks human Scp-1 phosphatase activity | Q9GZU7 | Recombinant Scp1, phosphopeptide, malachite green phosphate absorbance | inhibition, % at 20 µM | 0.88% of 340,000 active | AID 493091;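 active = inhibition above about 50% at 20 µM, limit read from the data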;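 also: plate controls were DMSO wells with enzyme for no effect and wells lacking enzyme for full effect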
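System: SCP-1 catalytic domain; Reagent: Phospho 17-mer peptide substrate; Doses: one concentration, 20 µM, with 1.0% DMSO; Incubation: 45 min room-temperature reaction, 5 min colour, 30 min stabiliser; Signal: Phosphate-binding colour reagent, absorbance read at 630 nm.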
CSN deneddyl inh – CSN deneddylation inhibition. AID 651999. inhibition, % at 12.5 µM. 0.38% of 360,000 active. Q92905. Purified CSN, SCF-Nedd8-OG deneddylation, fluorescence polarization;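 active = pattern-corrected inhibition above about 35%, with an unprinted fluorescence ratio check between 0.5 and 1.5, limit read from the data, passing the limit was not always enough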;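 also: 0% = enzyme with substrate and 100% = substrate without enzyme; some results filed as inactive read as strong as hits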
Target sequence (Q92905 whole entry, looked up, one chain of several): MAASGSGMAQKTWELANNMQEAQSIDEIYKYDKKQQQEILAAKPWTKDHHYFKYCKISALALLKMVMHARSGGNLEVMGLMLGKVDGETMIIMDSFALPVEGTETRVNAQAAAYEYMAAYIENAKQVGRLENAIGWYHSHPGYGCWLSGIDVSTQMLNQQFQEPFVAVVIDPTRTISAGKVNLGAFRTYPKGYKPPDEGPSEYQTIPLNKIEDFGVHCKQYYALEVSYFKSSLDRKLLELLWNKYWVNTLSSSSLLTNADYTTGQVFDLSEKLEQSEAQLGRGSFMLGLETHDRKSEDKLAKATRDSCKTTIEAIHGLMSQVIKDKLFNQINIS
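Assay system: Purified human Csn5 enzyme expressed in HEK293T cells | Amount: Enzyme 0.24 nM | Measured by: Fluorescence polarization readout | Medium: Tris/NaCl/DTT buffer, pH 7.5 | Compound dosing: One concentration, 12.5 µM, 0.25% DMSO | Times: 90 min incubation of compound, enzyme and substrate at room temperature | Control set: no-enzyme wells high, enzyme-with-substrate wells low | Read-out: % inhibition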
STEP block – STEP (human) phosphatase inhibition; P54829; recombinant STEP, OMFP fluorogenic substrate, fluorescence; inhibition, % at 20 µM; 0.25% of 360,000 active; AID 588621;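 active = inhibition at 20 µM, scaled per plate between control wells, above about 37%, limit read from the data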;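 also: 0% = DMSO with enzyme and substrate and 100% = substrate only without enzyme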
Target sequence (P54829 whole entry, looked up): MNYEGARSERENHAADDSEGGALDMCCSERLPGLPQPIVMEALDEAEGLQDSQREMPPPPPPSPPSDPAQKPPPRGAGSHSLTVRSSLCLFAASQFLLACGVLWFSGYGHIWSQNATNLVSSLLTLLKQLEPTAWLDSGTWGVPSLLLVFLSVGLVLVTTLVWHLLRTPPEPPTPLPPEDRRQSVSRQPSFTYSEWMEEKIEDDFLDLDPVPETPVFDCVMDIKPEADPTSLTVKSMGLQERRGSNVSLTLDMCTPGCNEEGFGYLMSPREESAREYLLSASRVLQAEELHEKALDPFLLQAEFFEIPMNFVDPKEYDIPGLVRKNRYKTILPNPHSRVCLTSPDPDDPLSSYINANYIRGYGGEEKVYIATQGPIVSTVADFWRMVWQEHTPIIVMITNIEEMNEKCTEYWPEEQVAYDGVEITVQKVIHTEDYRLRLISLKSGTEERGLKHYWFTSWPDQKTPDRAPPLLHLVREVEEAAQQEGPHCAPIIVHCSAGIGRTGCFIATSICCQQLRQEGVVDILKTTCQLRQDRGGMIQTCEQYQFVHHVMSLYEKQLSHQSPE
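Material: STEP (striatal-enriched tyrosine phosphatase) enzyme, cell-free; Compound dosing: 20 µM single dose in 1% DMSO; Technique: fluorescence read at 480 nm ex / 540 nm em; Times: reaction 20 min, ambient temperature; Medium: 50 mM Bis-Tris pH 6.0 with 2.5 mM DTT and 0.005% Tween 20; Also added: OMFP at 25 µM.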
DNMT1 block – DNMT1 (human) enzyme inhibition. P26358. DNMT1 molecular beacon, Hinp1I cleavage, fluorescence. inhibition (reported as % activation of signal), % at 10 µM. 0.83% of 360,000 active; in the data active = inhibition above about 50%
TbMetRS inhib – Trypanosoma brucei MetRS inhibition. 0.4% of 360,000 active. inhibition, % at 11.9 µM. purified T. brucei MetRS, ATP depletion, Kinase-Glo luminescence;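 active = inhibition above a per-plate cutoff of the control wells' mean inhibition plus 3 SD, cut at about 5.5% in these data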;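 also: 0% = DMSO wells median and 100% = median of wells with control inhibitor compound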
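Material – parasite MetRS enzyme · Medium – HEPES-MgCl2-KCl buffer plus DTT, spermine, BSA, pyrophosphatase · Reagent – ATP, methionine and E. coli bulk tRNA substrates · Times – 15 min enzyme-compound preincubation, 2 h reaction, 10 min detection, 25 °C · Measured by – luminescence of leftover ATP · Evaluation – percent inhibition relative to median high and low control wells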
NadD block – blocks S. aureus nicotinate mononucleotide adenylyltransferase; purified NadD enzyme, colorimetric absorbance read-out; inhibition, % at 20 µM; 0.78% of 360,000 active; AID 602399; in the data active = inhibition above about 26%; also: some compounds past the cut are filed as inactive
Numbers without * were called inactive; i = inactive; · = not tested or not shown. This is a random part of the collection. Share with any hit: about 3.6%.

SMILES | SUMO1 PPI mod | PABP1 MLLE inh | LMPTP inh | Rpn11 inh | Scp-1 inhibitor | CSN deneddyl inh | STEP block | DNMT1 block | TbMetRS inhib | NadD block
CC(C)c1ccccc1NC(=O)c1ccc2ncsc2c1 | 7 | -8 | -0.3 | i | -1 | -3 | 1 | 1 | -0.6 | -4
c1cc(-c2noc(CC3CCCCC3)n2)ccn1 | -1 | 8 | -0.5 | i | 3 | 2 | 3 | -1 | -0.6 | -6
CC1=C(C(=O)Nc2ccc([N+](=O)[O-])cc2)C(c2cccc(C(F)(F)F)c2)NC(=S)N1c1ccccc1 (stereo not given) | -14 | 22 | 4.5 | i | -11 | -4 | -3 | -14 | 2.3 | 25
COCCCNC(=O)c1cccc(OC)c1OC | 0 | 3 | -0.2 | i | -5 | 6 | 1 | 0 | -0.2 | 0
COc1ccc(-c2cn3c(C)c(C(=O)NCCN4CCOCC4)sc3n2)cc1 | 9 | -68 | 1.2 | i | -7 | -3 | 11 | -5 | 0.0 | 7
Cn1nc(-c2ccccc2)c(C(=O)Nc2ccc(C(F)(F)F)cc2)c1Cl | 0 | 4 | -2.3 | i | -15 | -2 | 10 | 18 | 0.0 | 14
O=C(OCC(=O)N1CCN(c2ccccc2)CC1)c1ccccc1[N+](=O)[O-] | -21 | -11 | -0.5 | i | -1 | 3 | 0 | -1 | -0.2 | -4
CCCCCn1c(=O)[nH]c2cc(C(=O)N3CCN(C(=O)OCC)CC3)ccc2c1=O | 3 | -10 | -0.6 | i | -4 | -4 | -2 | -1 | -0.5 | -2
Cc1ccc(S(=O)(=O)N2CCCCC2)cc1NC(=O)c1cccs1 | 0 | 5 | 0.1 | i | 6 | -4 | 0 | -2 | -0.5 | -7
CC(C)(C)OC(=O)N1CCC(C(=O)N[C@@H](Cc2c[nH]c3ccccc23)C(=O)O)CC1 | 3 | -13 | -0.3 | i | -7 | -1 | -1 | -1 | -0.5 | -3
CCOC(=O)N1CCN(C(=O)c2ccc3nc4cc(Cl)ccc4c(=O)n3c2)CC1 | -18 | 1 | -0.5 | i | 1 | -3 | 1 | 4 | -0.4 | 4
CCOC(=O)C(CO)NC(=O)C1(NC(C)=O)CCCC1 (stereo not given) | 2 | 3 | -0.4 | i | -15 | 0 | -2 | 0 | -0.2 | 0
Cc1ccc2c(c1)N(CC(=O)NCCc1c[nH]c3ccccc13)C(=O)CO2 | -1 | -15 | 0.8 | i | -6 | 0 | 2 | -15 | 0.1 | -1
Cc1[nH]c(C)c(S(=O)(=O)N2CCN(c3cccc(Cl)c3)CC2)c1C(=O)N1CCCCC1 | -2 | -1 | -1.4 | i | -9 | -4 | 2 | 1 | 0.1 | 1
CC1CC(C)CN(C(=O)COc2ccc([N+](=O)[O-])cc2Cl)C1 (stereo not given) | -16 | 8 | -1.4 | i | -1 | 9 | -1 | 2 | -0.4 | 1
Cc1ccc(C(=O)C(C(=O)/C=C/c2ccccc2)=C2SCCCS2)cc1 | -1 | -2 | 2.7 | i | -15 | 9 | -3 | 4 | -1.4 | -4
COc1cccc(CNC(=O)Cc2ccc(NC(=O)C3=C(C)OCCS3)cc2)c1 | 1 | 12 | 5.1 | i | 8 | 1 | 1 | -3 | -0.4 | 3
CC(OC(=O)c1cccc(S(=O)(=O)N2CCCC2)c1)C(=O)c1ccccc1 (stereo not given) | 0 | -7 | 5.3 | i | -9 | 0 | 1 | -1 | -0.2 | -6
Cc1cc(S(=O)(=O)N2CCC3(CC2)OCCO3)c(C)cc1Cl | 3 | 1 | -0.1 | i | 0 | -2 | 2 | 1 | -0.3 | -8
CCNC(=S)NNC(=O)C(c1ccccc1)c1ccccc1 | 0 | -40 | 1.5 | i | -1 | -6 | 1 | 1 | -0.6 | 0

SMILES | SUMO1 PPI mod | PABP1 MLLE inh | LMPTP inh | Rpn11 inh | Scp-1 inhibitor | CSN deneddyl inh | STEP block | DNMT1 block | TbMetRS inhib | NadD block
O=C(Cn1ccc([N+](=O)[O-])n1)NCc1cccs1 | -9 | 8 | 0.9 | i | -3 | -5 | -1 | -4 | -0.5 | 5
Cc1ccc(CCNC(=O)CN2C(=O)CSc3ccc(S(=O)(=O)N4CCOCC4)cc32)cc1 | -3 | -4 | 0.0 | i | · | 2 | 2 | -3 | -0.3 | -1
CCCCCCN1C[C@H](O)[C@@H](n2cc(C3CC3)nn2)C[C@@H]1c1ccc(Cl)cc1 | 3 | -13 | -0.6 | i | · | -5 | -2 | 7 | -0.8 | -5
NNc1ncnc2sc3c(c12)CCC3 | -1 | -13 | -1.1 | i | -6 | 5 | -1 | -2 | -0.5 | 0
Cc1cc(C)nc(/N=C(\N)Nc2ccc(S(=O)(=O)Nc3nccc(C)n3)cc2)n1 | 3 | 4 | 0.9 | i | -3 | 3 | -1 | 0 | -0.9 | 0
CNC(=S)N/N=C/c1cc(Br)c(OCc2ccncc2)c(OC)c1 | -5 | 13 | 1.7 | i | -2 | 2 | -2 | 1 | 0.3 | -1
COc1ccc(NS(=O)(=O)c2cc(NC(=O)[C@@H](NC(=O)c3ccccc3)C(C)C)ccc2C)cc1 | -4 | 6 | 0.8 | i | -10 | -2 | 1 | -7 | 0.1 | 1
Cc1ccc(NC(=O)Cc2cn3ccsc3n2)nc1 | -5 | -4 | -0.5 | i | 6 | 0 | 0 | -1 | 0.2 | -3
O=C(CN1C(=O)c2ccccc2S1(=O)=O)NCCSCc1ccco1 | 1 | 31 | -0.7 | i | 16 | -6 | 1 | 1 | 0.8 | 1
CCOc1ccc(S(=O)(=O)/N=C(/Nc2ccc(C)c(S(=O)(=O)N3CCOCC3)c2)c2ccccc2)cc1 | 1 | 6 | 0.1 | i | -8 | -3 | 0 | -3 | -0.4 | -4
COc1cc(CNC(=O)Nc2nc(C(N)Cc3ccc(Cl)cc3)cs2)cc(OC)c1OC (stereo not given) | -4 | 15 | 0.3 | i | · | -1 | 1 | -16 | -0.2 | 3
CC(C)C1(CCNC(=O)c2cccs2)CCOC(C)(C)C1 (stereo not given) | 0 | -5 | -0.4 | i | -7 | 5 | 0 | -1 | -0.5 | -3
COc1ccccc1CCC(=O)Nc1cccc(S(=O)(=O)N2CCCCCC2)c1 | 4 | 2 | 2.7 | i | -12 | -5 | 3 | -4 | 5.7* | -5
Cc1cccc(OCC(=O)N2CCOCC2)c1 | -1 | 1 | 0.3 | i | -5 | 0 | 1 | 0 | -0.5 | -4
Nc1c(C(=O)CSc2nncn2-c2ccccc2)c(=O)[nH]c(=O)n1C1CC1 | 4 | 10 | 2.5 | i | -7 | -5 | -3 | -31 | -0.3 | 5
COc1ccccc1C(=O)NCC(=O)OCC(=O)NNC(=O)c1ccc(Br)cc1 | -2 | -8 | 0.6 | i | -18 | -5 | 0 | -2 | 0.0 | 1
CCN(CC)c1ccc(-c2nn3c(-c4ccccc4OC)nnc3s2)cc1 | -16 | -10 | 5.9 | i | -14 | 1 | -1 | -9 | -1.0 | -1
CCOC(=O)Cc1csc(NC(=O)Nc2ccc(F)cc2)n1 | 5 | 5 | -1.6 | i | -7 | -2 | 2 | -2 | 0.7 | -3
COc1ccc(Cn2c(O)c(C=Nc3ccccc3C(=O)O)c3ccccc3c2=O)cc1 | -5 | -1 | 2.4 | i | -4 | 3 | 2 | -5 | -0.4 | 16
CC1(C)CC2CC(C)(CN2C(=O)c2cccs2)C1 (stereo not given) | -5 | 15 | 1.2 | i | 6 | -1 | 0 | 1 | -0.5 | -4

SMILES | SUMO1 PPI mod | PABP1 MLLE inh | LMPTP inh | Rpn11 inh | Scp-1 inhibitor | CSN deneddyl inh | STEP block | DNMT1 block | TbMetRS inhib | NadD block
O=CNc1ccccc1Oc1ccccc1 | -1 | -4 | 0.1 | i | -5 | -6 | -4 | 2 | 0.3 | 1
COc1ccc(NC(=O)/C(=C/c2cccnc2)NC(=O)c2cccs2)cc1 | -1 | 0 | -0.3 | i | -5 | -2 | -6 | 1 | -0.5 | 2
CCOC(=O)CSc1nnc(CCCCCN2C(=O)c3cccc4cccc(c34)C2=O)o1 | -22 | -43 | 0.1 | i | -9 | 5 | -1 | -3 | -0.4 | -5
Cc1ccc(S(=O)(=O)N(CC(=O)Nc2cccc(N(C)S(C)(=O)=O)c2)c2ccc(Cl)c(Cl)c2)cc1 | 2 | -7 | 2.2 | i | -9 | -1 | -3 | -11 | -0.1 | -8
O=C(CSc1ncnc2sc3c(c12)CCCC3)c1ccco1 | 4 | -2 | 2.8 | i | 9 | 2 | 4 | 12 | -1.4 | 8
NS(=O)(=O)c1ccc(CNC(=S)NCc2ccc(F)cc2)cc1 | 2 | -64 | 0.0 | i | -7 | 3 | 3 | -1 | 0.5 | 1
CCC(=O)NC(=S)Nc1ccc(S(=O)(=O)NC(C)C)cc1 | -1 | 21 | 1.1 | i | -3 | -2 | -3 | 1 | 0.0 | -2
CN(C(=O)CCN1C(=O)c2ccccc2C1=O)C1CCCCC1 | -3 | 25 | -2.0 | i | 0 | 2 | 3 | 0 | -1.0 | -3
COc1ccc(S(=O)(=O)N(Cc2ccccc2)Cc2nc(-c3ccccc3)no2)cc1 | -1 | -3 | 4.5 | i | -30 | -10 | 1 | -6 | -0.2 | 3
OCCN1CCN(c2ncnc3nc[nH]c23)CC1 | -1 | 6 | -5.7 | i | -5 | -1 | 1 | -2 | -0.8 | 3
COc1ccc(/C=C/C(=O)NC(=S)NCCc2ccc(OC)c(OC)c2)cc1 | -2 | 27 | 0.2 | i | 9 | 2 | 1 | -5 | -0.1 | -12
O=C(NCc1ccccc1OC(F)(F)F)C1CCC(=O)N(C2CC2)C1 (stereo not given) | 3 | 0 | 0.6 | i | -5 | -1 | 3 | 0 | 0.0 | 0
COC(=O)[C@@H]1Cc2c([nH]c3ccccc23)C(C)(C)N1C(=O)CCl | 4 | -7 | -0.9 | i | -8 | 4 | -2 | -3 | -0.9 | -4
CCC(=O)Nc1nnc(-c2ccc(OC)cc2)o1 | -2 | 3 | -0.1 | i | -3 | 5 | 2 | 0 | -0.4 | 5
CCCOc1ccc(NC(=O)CNC(=O)c2cc(OC)cc(OC)c2)cc1OCCC | 7 | 2 | -3.2 | i | -10 | 2 | -2 | -3 | -1.2 | -5
